Screening data (PubChem)
EBNA-1 inh – EBNA-1 DNA-binding inhibitors, primary screen, biochemical, fluorescence polarization; inhibition, % at 14.8 µM; hit rate 0.34% among 300,000; in the data active = inhibition above about 28%
PAFAH2 inh – PAFAH2 enzyme inhibitors, primary screen, biochemical, fluorescence polarization, human; recombinant PAFAH2, FP-rhodamine activity probe; inhibition, % at 3.39 µM; hit rate 0.99% among 340,000; AID 492956, 2010;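 active = inhibition above the mean over all tested compounds plus 3 SD, cut at about 30% in these data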;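 note: inhibitors block probe labeling of enzyme so polarization drops; 0% = enzyme with DMSO and 100% = wells lacking PAFAH2 protein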
GSTO1 inh – inhibitors of recombinant GSTO1, primary screen, counter-screen for RBBP9 inhibitor project, biochemical, fluorescence polarization; Glutathione S-transferase omega-1 (Homo sapiens), P78417; activity-based probe fluorescence polarization; inhibition, % at 5.96 µM; hit rate 1.1% among 300,000;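 active = inhibition above the campaign mean inhibition plus 3 SD, cut at about 35% in these data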;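 note: 0% = GSTO1-1 with DMSO and 100% = wells lacking GSTO1-1 enzyme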
Target sequence (P78417 whole entry, looked up): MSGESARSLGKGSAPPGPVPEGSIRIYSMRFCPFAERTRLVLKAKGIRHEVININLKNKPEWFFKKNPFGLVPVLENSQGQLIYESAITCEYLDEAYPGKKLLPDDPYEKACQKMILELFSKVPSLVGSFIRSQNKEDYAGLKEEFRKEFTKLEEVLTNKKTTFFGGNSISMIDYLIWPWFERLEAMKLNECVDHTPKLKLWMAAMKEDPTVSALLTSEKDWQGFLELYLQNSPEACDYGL
LYPLA1 inh – LYPLA1 inhibitors, primary screen, counter-screen for PME1 inhibitor project, biochemical, fluorescence polarization, FP-Rh probe ABPP; Acyl-protein thioesterase 1 (Homo sapiens), O75608; recombinant LYPLA1; inhibition, % at 5.9 µM; hit rate 0.16% among 320,000;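 active = inhibition above the mean of all tested compounds plus 3 SD, set per campaign, cut at about 14% in these data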;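 note: inhibitors block serine hydrolase probe labeling of LYPLA1 so polarization falls; 0% = enzyme with DMSO and 100% = wells lacking LYPLA1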
Target sequence (O75608 whole entry, looked up): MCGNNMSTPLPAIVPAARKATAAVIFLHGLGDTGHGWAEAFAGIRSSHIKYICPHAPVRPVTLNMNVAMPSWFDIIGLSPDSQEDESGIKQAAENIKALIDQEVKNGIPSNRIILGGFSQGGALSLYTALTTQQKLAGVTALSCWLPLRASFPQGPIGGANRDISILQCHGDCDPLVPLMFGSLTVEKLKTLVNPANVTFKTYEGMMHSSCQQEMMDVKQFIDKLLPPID
PAD4 inh – human PAD4 inhibitors, primary screen, biochemical, fluorescence polarization, 1536-well format. inhibition, % at 6.36 µM. recombinant PAD4, RCA probe fluorescence polarization. Protein-arginine deiminase type-4 (Homo sapiens), Q9UM07. AID 485272, 2010. hit rate 0.41% among 330,000;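 active = percent inhibition above a cutoff equal to the mean of all tested compounds plus 3 SD, cut at about 15% in these data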;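 note: 0% = PAD4 with RCA probe and DMSO and 100% = probe without PAD4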
ZTA DNA inh – counter-screen for EBNA-1 inhibitors: inhibitors of Epstein-Barr virus ZTA | ZTA-DNA binding, fluorescence polarization | inhibition, % at 11 µM | hit rate 0.15% among 320,000 | AID 2234; in the data active = inhibition above about 33%
PAFAH1B3 FP inh – PAFAH1B3 enzyme inhibitors, primary screen, biochemical, fluorescence polarization, human. inhibition, % at 3.39 µM. recombinant PAFAH1B3, FP-rhodamine probe. Platelet-activating factor acetylhydrolase IB subunit alpha1 (Homo sapiens), Q15102. hit rate 0.28% among 340,000;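 active = inhibition above the screen-wide average of all tested compounds plus 3 SD, cut at about 25% in these data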;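 note: 0% = enzyme with DMSO only and 100% = wells lacking PAFAH1B3 protein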
Target sequence (Q15102 whole entry, looked up): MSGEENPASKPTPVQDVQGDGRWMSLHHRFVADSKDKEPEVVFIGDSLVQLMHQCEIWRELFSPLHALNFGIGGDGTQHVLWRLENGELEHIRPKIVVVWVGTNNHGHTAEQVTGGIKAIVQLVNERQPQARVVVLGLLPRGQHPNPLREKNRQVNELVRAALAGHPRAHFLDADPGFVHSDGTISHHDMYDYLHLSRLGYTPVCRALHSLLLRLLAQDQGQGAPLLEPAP
LYPLA2 inh – LYPLA2 inhibitors, primary screen, counter-screen for PME1 inhibitor project, biochemical, fluorescence polarization, FP-Rh probe ABPP | inhibition, % at 5.9 µM | Acyl-protein thioesterase 2 (Homo sapiens), O95372 | recombinant LYPLA2 | hit rate 0.38% among 320,000 | AID 2177, 2009;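 active = inhibition above the screen-wide mean plus 3 SD, limit set per campaign, cut at about 26% in these data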;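 note: 0% = LYPLA2 with DMSO and 100% = wells lacking LYPLA2 enzyme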
Target sequence (O95372 whole entry, looked up): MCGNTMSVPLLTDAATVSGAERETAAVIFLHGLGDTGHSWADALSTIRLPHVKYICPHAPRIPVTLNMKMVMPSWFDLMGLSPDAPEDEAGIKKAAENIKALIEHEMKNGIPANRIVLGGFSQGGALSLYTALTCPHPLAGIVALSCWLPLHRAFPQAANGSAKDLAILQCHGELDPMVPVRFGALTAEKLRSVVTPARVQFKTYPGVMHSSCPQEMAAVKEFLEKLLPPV
PREPL inh – PREPL enzyme inhibitors, primary screen, biochemical, fluorescence polarization | Prolyl endopeptidase-like (Homo sapiens), Q4J6C6 | recombinant PREPL, fluorescence polarization activity-based probe | inhibition, % at 5.96 µM | hit rate 0.68% among 320,000; in the data active = inhibition above about 43%;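 note: 0% = enzyme with DMSO and 100% = wells lacking enzyme; many of its hits are not listed in these tables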
The depositor's hits bear a star; . = not tested or not shown. The list is partial; rates above refer to the full screens.

nr	Structure	ZTA DNA inh	GSTO1 inh	PAFAH2 inh	LYPLA1 inh	PAD4 inh
1	COC(=O)C(NC(=O)c1ccco1)(Nc1nc(C)cs1)C(F)(F)F (stereo not drawn)	10	9	2	-2	2
2	CN(Cc1ccccc1)Cc1nc2c(c(=O)n(C)c(=O)n2C)n1CCc1ccccc1	2	-3	-2	1	-8
3	COc1ccc(Cl)cc1-c1n[nH]c(=S)n1C	-5	5	-7	-1	-1
4	COC(=O)c1ccc(S(=O)(=O)N2CCCC2)o1	17	5	9	-3	-4
5	O=C(NCC1OCCc2ccccc21)c1ccc(NC(=O)c2ccc(Cl)cc2Cl)cc1 (stereo not drawn)	4	-11	-13	-9	-2
6	O=C(Cc1ccccc1)N1CCC(O)(c2cccnc2)CC1	12	2	1	0	-1
7	CCOC(=O)C1CCCN(C(=S)Nc2cc(C)cc(C)c2)C1 (stereo not drawn)	-15	4	-9	0	7
8	O=S(=O)(c1cccc(Br)c1)N1CCN(c2ccnc3cc(Cl)ccc23)CC1	-3	-1	-11	-11	0
9	CCOn1c(=O)c(-c2ccc(OC)c(OC)c2)[n+]([O-])c2ccccc21	-6	5	1	-1	0
10	CCN(CC)S(=O)(=O)c1ccc2c(c1)nc(SC(C)C(=O)NCC1CCCO1)n2CC (stereo not drawn)	2	-3	4	1	4
11	O=C1CCCN1CC(=O)N1CCCC(Nc2cccc(F)c2)C1 (stereo not drawn)	-6	-1	5	4	1
12	O=C(NCc1ccccc1)c1c[nH]c2ccccc2c1=O	10	0	-2	-4	1

nr	EBNA-1 inh	LYPLA2 inh	PAFAH1B3 FP inh	PREPL inh
1	6	7	0	0
2	-2	-3	3	27
3	5	5	-1	6
4	7	-2	3	-4
5	70*	-21	-5	-12
6	-9	-3	9	7
7	-6	1	0	-12
8	4	-7	4	-14
9	-10	-1	-5	2
10	8	0	1	-3
11	1	2	5	0
12	11	-4	14	-8

Rewritten screen by screen: part of the list above
#6 O=C(Cc1ccccc1)N1CCC(O)(c2cccnc2)CC1
#7 CCOC(=O)C1CCCN(C(=S)Nc2cc(C)cc(C)c2)C1 (stereo not drawn)
#8 O=S(=O)(c1cccc(Br)c1)N1CCN(c2ccnc3cc(Cl)ccc23)CC1
#9 CCOn1c(=O)c(-c2ccc(OC)c(OC)c2)[n+]([O-])c2ccccc21
#10 CCN(CC)S(=O)(=O)c1ccc2c(c1)nc(SC(C)C(=O)NCC1CCCO1)n2CC (stereo not drawn)
#11 O=C1CCCN1CC(=O)N1CCCC(Nc2cccc(F)c2)C1 (stereo not drawn)
#12 O=C(NCc1ccccc1)c1c[nH]c2ccccc2c1=O

assay / entry | 6 | 7 | 8 | 9 | 10 | 11 | 12
ZTA DNA inh | 12 | -15 | -3 | -6 | 2 | -6 | 10
GSTO1 inh | 2 | 4 | -1 | 5 | -3 | -1 | 0
PAFAH2 inh | 1 | -9 | -11 | 1 | 4 | 5 | -2
LYPLA1 inh | 0 | 0 | -11 | -1 | 1 | 4 | -4
PAD4 inh | -1 | 7 | 0 | 0 | 4 | 1 | 1
EBNA-1 inh | -9 | -6 | 4 | -10 | 8 | 1 | 11
LYPLA2 inh | -3 | 1 | -7 | -1 | 0 | 2 | -4
PAFAH1B3 FP inh | 9 | 0 | 4 | -5 | 1 | 5 | 14
PREPL inh | 7 | -12 | -14 | 2 | -3 | 0 | -8

Following part:
nr	Structure	ZTA DNA inh	GSTO1 inh	PAFAH2 inh	LYPLA1 inh	PAD4 inh
13	Cc1cc(C(=O)Nc2ccccc2[N+](=O)[O-])cs1	-4	3	-3	2	-2
14	Nc1c(N(CCC2=CCCCC2)C(=O)c2ccco2)c(=O)[nH]c(=O)n1Cc1ccccc1	3	23	0	-4	-2
15	C/C(=N\N1CCN(Cc2ccccc2Cl)CC1)c1ccc([N+](=O)[O-])cc1	-1	6	0	-3	-2
16	Cc1cc2nccc(-c3ccc(OCCCF)cc3)n2n1	-11	3	-4	3	-5
17	CC(C)Oc1c(N2CCOCC2)c(=O)c1=O	-2	-1	-6	3	-3
18	Cc1ccc(C(=O)NC2CCN(CC(=O)Nc3ccccc3Cl)CC2)cc1	0	5	4	1	-2
19	CC(C)C(C(=O)Nc1cccnc1)N1C(=O)c2ccccc2C1=O (stereo not drawn)	-10	-4	-7	4	8
20	O=C(/C=C/c1cccc([N+](=O)[O-])c1)NCc1ccc2c(c1)OCO2	-13	7	-8	5	-1
21	Clc1cccc(-c2nc3nc4ccccc4nc3n2Cc2ccccc2)c1	1	1	-6	3	-6
22	Clc1ccc(Cn2ncc3c(NCc4ccccc4)ncnc32)cc1	18	-2	5	-5	4
23	CC1(C)Cc2cccc(OCC(=O)Nc3cccnc3)c2O1	10	0	-2	0	-4
24	COCCN(C(=S)Nc1ccc(OC)c(Cl)c1)C1CCN(C(C)C)CC1	18	-1	0	-2	-4

nr	EBNA-1 inh	LYPLA2 inh	PAFAH1B3 FP inh	PREPL inh
13	4	2	3	0
14	0	-2	3	22
15	4	-1	4	4
16	6	3	-4	1
17	3	-1	5	5
18	1	7	7	6
19	-4	8	-1	21
20	8	13	7	34
21	0	-1	3	12
22	14	-4	3	-40
23	2	6	-10	1
24	-4	-4	11	-4

Further structures follow.
nr	Structure	ZTA DNA inh	GSTO1 inh	PAFAH2 inh	LYPLA1 inh	PAD4 inh
25	CSc1ncc(C(=O)O)c(C)n1	5	5	3	1	2
26	COc1cccc(OC)c1OCC(O)CN1CCN(c2ccccc2F)CC1 (stereo not drawn)	3	-1	-6	5	-2
27	CCOc1cc(C(=O)NCC2CCCO2)cc(OCC)c1OCC (stereo not drawn)	13	-3	9	1	2
28	Cc1ccc2nc(N3C(=O)C(O)=C(C(=O)c4ccc(C)o4)C3c3ccco3)sc2c1 (stereo not drawn)	3	.	16	-4	-10
29	C/C(CC(C)C)=N\Nc1ccc(S(N)(=O)=O)cc1[N+](=O)[O-]	-8	0	4	1	-6
30	CC(C)COC(=O)N1CC(O)CC1C(=O)Nc1ccc2c(c1)OCO2 (stereo not drawn)	4	.	-9	-1	-1
31	CCOC(=O)c1ccc(NC(=O)CSc2n[nH]c(-c3ccncc3)n2)cc1	9	0	-3	-1	-1
32	COc1ccc(C(C)=O)cc1COC(=O)C(CO)NS(=O)(=O)c1ccc(Br)cc1 (stereo not drawn)	6	-6	-2	-2	-5
33	CSc1nc(=O)n2cc(C)ccc2n1	8	6	5	0	0
34	Cc1c(C)c2ccc(OC(C)C(=O)NC3CC(C)(C)NC(C)(C)C3)cc2oc1=O (stereo not drawn)	-2	5	6	-2	-1
35	CCOc1ncccc1C(=O)Nc1cccc(S(=O)(=O)N2CCOCC2)c1	.	.	0	.	3
36	CN(C)c1ccc(/C=N/n2cnn(Cc3ccccc3Cl)c2=S)cc1	0	0	-3	2	-5

nr	EBNA-1 inh	LYPLA2 inh	PAFAH1B3 FP inh	PREPL inh
25	1	-4	8	-5
26	-19	8	1	-9
27	15	3	4	-1
28	.	-7	2	24
29	-1	4	4	16
30	.	2	0	8
31	3	-10	-2	-8
32	-1	-8	9	0
33	6	-3	12	-1
34	0	0	4	39
35	.	.	10	3
36	-4	2	2	-1

Carrying on.
nr	Structure	ZTA DNA inh	GSTO1 inh	PAFAH2 inh	LYPLA1 inh	PAD4 inh
37	COc1cccc(C2C(C#N)=C(C)NC3=C2C(=O)CC(C)(C)C3)c1 (stereo not drawn)	-2	-1	1	-1	-9
38	COCCN(C(=O)CSc1nnc(-c2ccccc2F)o1)c1c(N)n(CC(C)C)c(=O)[nH]c1=O	10	2	-3	0	2
39	Clc1ccc(Cc2ccc(SCc3ccccc3)nn2)c(Cl)c1	2	4	-1	1	-1
40	O=C(NC1CCCC1)c1ccc(CS(=O)(=O)Cc2ccccc2F)o1	10	3	3	0	2
41	CCn1cc(CNCc2ccc(OCC(O)CN(C)Cc3ccccc3)cc2)cn1 (stereo not drawn)	-30	4	3	-1	-2
42	Cc1cc(SCC(=O)Nc2cccc(S(N)(=O)=O)c2)c(C)cc1Br	4	-15	-8	-5	0
43	CCc1ccc(NC(=O)CN2CCc3ccccc3C2)cc1	6	13	-5	2	-2
44	COCCNC(=S)N1CCCN(c2nc3cc(C)ccc3cc2C#N)CC1	-16	-5	-7	-2	2
45	Nc1ccc(C(=O)Nc2ccco2)cc1	-7	0	-8	4	-6
46	Cc1ccc(NC(=O)CCn2c(=O)[nH]c3ccsc3c2=O)cc1	5	5	5	-2	3
47	CCCCCn1c(=O)[nH]c2cc(C(=O)NCCN3CCOCC3)ccc2c1=O	-8	1	-2	2	-1
48	C/C(=C\c1cccc(Cl)c1Cl)C(=O)c1c(C)cc(C)[nH]c1=O	5	6	-4	-1	-3

nr	EBNA-1 inh	LYPLA2 inh	PAFAH1B3 FP inh	PREPL inh
37	-3	-2	3	13
38	11	2	-2	1
39	-4	6	1	-9
40	3	2	0	0
41	0	2	8	14
42	4	-7	2	-40
43	3	4	0	-17
44	-5	-7	8	14
45	-12	0	9	10
46	-11	1	-2	-7
47	-3	-2	-2	-3
48	12	-1	4	-1

Additional records
nr	Structure	ZTA DNA inh	GSTO1 inh	PAFAH2 inh	LYPLA1 inh	PAD4 inh
49	Cc1ccccc1OCC1Cc2c(nc(N)c(C#N)c2N)O1 (stereo not drawn)	-8	9	-4	4	-1
50	O=C(CCn1nc(-c2ccc(Cl)cc2)ccc1=O)NCc1cccnc1	-2	7	-6	-5	-2
51	CCCCC(=O)Nc1nc2c(OC)cc([N+](=O)[O-])cc2s1	1	2	3	3	-1
52	CCCCCc1c2c(cc(O)c1C(=O)O)OC(=O)c1cc(C(=O)CCCC)c(OC)cc1O2	.	.	24	.	-5
53	CCOC(=O)C1C(=O)NC(N2CCN(Cc3ccccc3)CC2)=NC1c1ccco1 (stereo not drawn)	-11	-3	-8	8	0
54	O=C(N1CCN(c2ccccn2)CC1)N1c2ccccc2Sc2ccccc21	-2	-2	6	0	-1
55	Cc1cc(C)cc(NC(=O)CN2CCN(CCN=CC3=C(O)CC(C)(C)CC3=O)CC2)c1	-3	12	-5	-1	0
56	COc1cccc(-c2cc(C(=O)NC3CC3)c3ccccc3n2)c1	7	-1	10	0	-2
57	O=C(C1CC1)N1CCc2cc(S(=O)(=O)N(CCO)Cc3ccccc3)ccc21	0	1	-1	1	1
58	CC(C)(C)NC(=O)[C@@H]1CN(Cc2cccnc2)CCN1C[C@@H](O)C[C@@H](Cc1ccccc1)C(=O)N[C@H]1c2ccccc2C[C@H]1O	-12	5	5	0	-2
59	COc1cccc(CNC(=O)Cn2ccc3cc(S(=O)(=O)N4CCCC4)ccc32)c1OC	-2	7	3	0	0
60	Cn1c(=O)c2c(nc(CN3CCCCC3)n2Cc2c(F)cccc2Cl)n(C)c1=O	6	-1	1	-3	3
61	Cc1ccc2c(c1)sc1nc(=O)n(-c3cccc(Cl)c3)c(=O)n12	0	-11	-7	-3	1
62	Nc1nc(Cl)cc(N2CCCC2)n1	-33	9	6	-3	3

nr	EBNA-1 inh	LYPLA2 inh	PAFAH1B3 FP inh	PREPL inh
49	10	-4	2	9
50	12	-1	7	5
51	0	-1	9	-7
52	.	.	7	14
53	6	2	-2	8
54	-1	11	6	-1
55	-8	0	7	8
56	4	3	7	-4
57	0	-1	-2	10
58	8	-1	15	0
59	-10	-4	1	11
60	1	1	-4	34
61	0	-2	0	-4
62	-5	2	4	6
